ABHD5-PLIN5 inh: blocks binding of human ABHD5 to perilipin-5; Q00G26+Q8WTS1; Split G. princeps luciferase complementation, luminescence, 4 h; inhibition, % at 4 µM; actives 0.78% (n = 360,000);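 active = inhibition above the mean inhibition across every tested compound plus 3 SD, cut at about 22% in these data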;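 note: 0% = DMSO only wells and the 100% control is not disclosed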
aDG glyco up: alpha-DG glycosylation activation; Pro5-aDG cells, alpha-DG glycosylation AlphaScreen (IIH6); 0% Pro5, 100% B10-LARGE cell signal; activation, % at 10 µM; actives 0.22% (n = 360,000); AID 624168;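 active = activation of at least 8% versus controls, or a plate z-score of at least 8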;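 note: Pro5 are CHO cells carrying HIG-tagged alpha-DG that lacks glycosylation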
Exocytosis inh: lytic granule exocytosis inhibition. TALL-104 LAMP-1 surface exposure, flow cytometry; cells stimulated with thapsigargin and PMA. AID 651702. inhibition, % at 10 µM. actives 0.66% (n = 360,000);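 active = inhibition above about 55%, limit read from the data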
NOD2-RIPK2 inh: blocks binding of human NOD2 to RIPK2. inhibition, % at 4.98 µM. actives 0.38% (n = 360,000). CHO BLA complementation NOD2-RIPK2, CCF4 ratio. O43353. AID 624267; in the data active = inhibition above about 21%;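 note: 0% = vehicle only and 100% = reference blocker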
ABCB6 inh MLPCN: human ABCB6 transporter inhibition; Q9NP58; K562-ABCB6 porphyrin accumulation, flow cytometry, 1 h; hits give low values; fluorescence ratio to DMSO, % at 10 µM; actives 0.19% (n = 360,000);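 active = fluorescence ratio to DMSO below 75%, the collection mean minus 3 SD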;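 note: signal is porphyrin accumulated inside mitochondria; 100% equals median channel fluorescence of DMSO control wells; lower ratio means ABCB6 inhibition with less porphyrin fluorescence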
Target sequence (Q9NP58 whole entry, looked up): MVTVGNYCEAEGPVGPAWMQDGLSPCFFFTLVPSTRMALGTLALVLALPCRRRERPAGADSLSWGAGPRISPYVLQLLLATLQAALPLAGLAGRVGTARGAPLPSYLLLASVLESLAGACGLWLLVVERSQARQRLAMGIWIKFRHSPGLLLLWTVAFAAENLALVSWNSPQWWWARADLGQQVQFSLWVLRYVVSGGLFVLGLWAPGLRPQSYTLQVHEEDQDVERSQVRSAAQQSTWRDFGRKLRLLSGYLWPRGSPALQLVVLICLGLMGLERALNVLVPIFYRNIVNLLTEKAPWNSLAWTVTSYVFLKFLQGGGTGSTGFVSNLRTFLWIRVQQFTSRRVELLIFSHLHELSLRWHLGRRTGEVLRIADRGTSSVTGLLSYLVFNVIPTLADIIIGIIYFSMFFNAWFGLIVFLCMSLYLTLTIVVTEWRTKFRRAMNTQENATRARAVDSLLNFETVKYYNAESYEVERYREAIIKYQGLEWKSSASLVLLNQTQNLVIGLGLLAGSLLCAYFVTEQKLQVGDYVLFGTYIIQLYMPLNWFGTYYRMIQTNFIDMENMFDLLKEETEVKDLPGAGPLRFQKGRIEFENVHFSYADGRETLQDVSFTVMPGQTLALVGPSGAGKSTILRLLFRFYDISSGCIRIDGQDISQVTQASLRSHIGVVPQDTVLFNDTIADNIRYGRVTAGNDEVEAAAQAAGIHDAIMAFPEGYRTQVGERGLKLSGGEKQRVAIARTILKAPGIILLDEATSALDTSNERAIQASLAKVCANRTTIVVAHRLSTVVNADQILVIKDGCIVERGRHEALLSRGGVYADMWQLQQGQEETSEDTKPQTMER
MC4R ag barr: activates human MC4R beta-arrestin recruitment; AID 540308; activation, % at 8.9 µM; P32245; actives 0.98% (n = 360,000); U2OS MC4R beta-arrestin complementation, luminescence; percent of melanotan II response, DMSO zero;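 active = activation above a per-plate cutoff, the mean activation of sample wells on that plate plus 3 SD, cut at about 8% in these data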
Glyco luc inh: N-linked glycosylation inhibition. D54 ERlucT glycosylation luciferase reporter, 24 h; percent of 100 nM tunicamycin response. reporter increase, % at 12.5 µM. actives 0.23% (n = 360,000);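 active = mean luciferase reporter signal, scaled so untreated is 0 and the glycosylation-blocking control 100, at or above a set limit in every replicate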;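 note: luciferase carries N-glycosylation sites so blocking glycosylation raises the light; 0% = median of neutral control wells and 100% = median of 100 nM tunicamycin wells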
Vif inh: inhibitors of HIV Vif. HEK293T cells, Vif self-association by quenched fluorescence, imaging, 24 h. inhibition, % at 7.49 µM. actives 0.35% (n = 340,000). AID 602346; in the data active = inhibition above about 50%, passing the limit was not always enough; note: some results filed as inactive read as strong as hits
TLR9-MyD88 block: inhibitors of human TLR9-MyD88 binding. inhibition, % at 4.98 µM. actives 0.21% (n = 340,000). CHO BLA complementation TLR9-MyD88, CCF4 FRET ratio. Q9NR96+Q99836;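 active = inhibition above the mean over all tested compounds plus 3 SD, cut at about 21% in these data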;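 note: 0% = DMSO only wells and 100% = clavulanate BLA inhibitor control wells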
MC4R antag cAMP: human MC4R antagonism in cAMP assay; MC4R-expressing cells, MTII-stimulated cAMP, LANCE TR-FRET; inhibition, % at 6.5 µM; actives 0.48% (n = 360,000); AID 540295;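 active = inhibition above its plate's cutoff, the mean of tested wells on that plate plus 3 SD, cut at about 29% in these data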;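 note: 0% = Melanotan II alone and 100% = Melanotan II plus saturating MCL0020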
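System: U2OS cells stably expressing human melanocortin 4 receptor (MC4R). Reagent: Melanotan II challenge after compound preincubation. Doses: 6.5 µM. Times: 30-min compound, 1-h challenge, 1-h detection, room temperature. Measured by: TR-FRET with Eu-cAMP and labeled anti-cAMP, 671 nm. Replicates: singlicate.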
* marks the source's active call; other numbers are inactive results; / = not tested or not shown. An excerpt; the hit share may differ from the screen's.

SMILES	ABHD5-PLIN5 inh	aDG glyco up	Exocytosis inh	NOD2-RIPK2 inh	ABCB6 inh MLPCN	MC4R ag barr	Glyco luc inh	Vif inh	TLR9-MyD88 block	MC4R antag cAMP
CCOC(=O)c1c(NC(=O)CCN2C(=O)c3cccc([N+](=O)[O-])c3C2=O)sc(C(=O)OC(C)C)c1C	-6.3	0.1	-5.4	-3.8	96.0	-0.5	-1.3	8.5	-10.2	5.7
Cc1cccc2cc(C#N)c(NCCNC(=O)COc3ccccc3)nc12	1.2	1.4	-0.6	-4.3	99.0	0.0	-1.9	-9.7	-15.9	-5.8
Nn1c(SCC(=O)Nc2ccc3c(c2)OCCO3)nnc1-c1ccccn1	-1.5	-0.3	0.3	-17.1	102.0	3.4	-3.8	16.3	1.8	15.9
COc1ccc(N(C(=O)CCC(=O)Nc2cc(C)on2)C(C(=O)NC2CCCC2)c2ccco2)cc1 (configuration not stated)	7.7	0.1	0.2	6.1	97.0	0.8	2.1	10.7	-0.1	4.5
COc1ccc(CNC(=O)COc2ccc(Br)c(C)c2)cc1	7.0	0.1	9.8	8.3	92.0	-0.5	1.4	-1.0	1.7	2.6
CCOc1ccc(CCNC(=O)CN(C)S(=O)(=O)c2ccc3c(c2)CCC(=O)N3)cc1OCC	2.6	0.4	-2.6	8.2	98.0	-2.3	-2.9	1.5	-5.2	20.5
COc1ccc(/C(N)=N/OC(=O)Cc2ccc(C)cc2)cc1	-7.7	-0.1	0.5	-7.9	103.0	-2.8	4.5	-1.4	10.5	-5.2
COc1cc(C)c(S(=O)(=O)NCc2ccc3c(c2)OCO3)cc1C	-13.3	-0.3	0.9	-1.0	71.0*	1.7	0.9	3.0	-3.5	5.2
COC(=O)c1ccccc1NC(=O)CN(c1c(C)cccc1C)S(C)(=O)=O	-0.6	-0.1	7.5	-1.2	98.0	0.7	0.8	-0.8	2.5	5.3
CC(Cn1cncn1)NC(=O)c1cc(COc2cccc(C(F)(F)F)c2)on1 (configuration not stated)	5.0	-0.1	3.8	-10.5	98.0	-3.2	4.0	-0.5	-1.8	7.3
CN(Cc1ccccc1)C(=O)c1c[nH]c2ccc(S(=O)(=O)N3CCOCC3)cc2c1=O	1.1	0.2	-5.3	4.1	105.0	0.2	2.5	-6.2	-17.2	19.1
CCc1nn(CC(=O)Nc2ccc(Br)c(C)c2)c(=N)s1	4.4	0.6	-4.2	-9.1	96.0	-1.2	-3.1	10.2	8.2	-0.6
COc1cccc(NC(=O)CSCC(=O)Nc2ccccc2)c1	2.2	-0.1	23.0	-11.2	189.0	-1.6	-1.8	/	-3.6	0.4
Cc1nc(C(=O)NCCC(C)C)sc1C1(C)CC(c2cccc([N+](=O)[O-])c2)=NO1 (configuration not stated)	-29.1	-0.4	-8.1	4.2	98.0	-0.1	-2.0	-3.6	-2.7	0.1
O=C(Nc1ccc(F)c(Cl)c1)c1ccc2sc([C@@H]3O[C@H](CO)[C@H](O)[C@H](O)[C@H]3O)nc2c1	3.8	0.4	-4.5	4.1	99.0	0.8	0.1	-11.1	/	13.6
Cc1n[nH]c(C)c1CCN(C)C(=O)C1CCC(=O)N(CC2CCCCC2)C1 (configuration not stated)	-3.0	-0.3	22.9	4.1	103.0	-4.2	-0.6	5.7	-4.8	-0.1
CC(C)CC(=O)Nc1ccc(C(=O)COC(=O)C2CCC2)cc1	-3.6	0.0	-2.6	-9.5	103.0	-0.1	0.6	17.7	-5.3	3.7
COc1ccc(CN(C)C(=O)COC(=O)c2c(-c3ccccc3Cl)noc2C)cc1	1.4	-0.1	4.6	-4.6	100.0	1.9	-3.6	-5.2	6.5	0.9
COc1cc(NC(=O)CN(c2ccc(C)cc2)S(=O)(=O)c2c(C)n[nH]c2C)cc(OC)c1	6.8	-0.2	-1.9	2.4	105.0	-0.9	1.6	-16.2	-7.7	4.8
Cc1c(NC(=O)c2ccc(-c3cccc([N+](=O)[O-])c3)o2)c(=O)n(-c2ccccc2)n1C	-1.1	-0.4	-1.4	4.7	100.0	-3.0	-0.2	5.4	-14.3	14.6
Cc1ccc2nc(-c3ccccc3)c(CC3CCCCC3)n2c1	2.7	0.0	3.8	-7.5	96.0	/	-0.7	/	/	/
COc1ccc(/C=N/c2c(-c3ccco3)nc3ccccn23)cc1OC	18.5	-0.2	6.3	4.7	103.0	-0.2	1.4	7.7	-4.2	-9.8
O=C(COC(=O)c1ccc(Cl)nc1)NCCNC(=O)COC(=O)c1ccc(Cl)nc1	-0.5	0.2	0.5	2.1	100.0	-2.7	-0.4	3.5	8.2	7.8
CC(=O)N1CC=CC1(CC(C)C)C(=O)NCCc1c[nH]c2ccccc12 (configuration not stated)	0.5	0.2	3.9	-5.8	101.0	0.5	1.3	-1.0	-0.9	5.2
CCOC(=O)C1CCCN(S(=O)(=O)c2cc(Br)cc3c2N(C(=O)CC)CC3)C1 (configuration not stated)	3.8	0.1	15.6	-0.1	94.0	0.8	0.2	-5.7	-14.6	1.6
N/C(=N\OC(=O)COc1ccc([N+](=O)[O-])cc1)c1ccncc1	-1.3	1.8	-2.7	-8.7	87.0	1.9	3.5	-2.4	1.6	-4.7
O=C1[C@@H]2[C@H]3CC[C@H](C3)[C@@H]2C(=O)N1O	4.4	0.0	5.3	0.6	103.0	0.3	1.5	1.7	0.7	9.8
O=C(NNC(=O)C1CC1c1ccccc1)c1ccccc1F (configuration not stated)	-2.6	-0.2	2.3	-7.8	97.0	-1.2	0.5	0.1	-0.6	1.6
CSCCC(N=C(NS(=O)(=O)c1ccc(Br)cc1)c1ccccc1)C(=O)O (configuration not stated)	2.7	-0.2	3.8	3.3	95.0	-1.2	2.3	/	-7.3	9.1
COc1cc(NC(=O)COc2ccc(-n3cnnn3)cc2)c(OC)cc1Cl	0.7	-0.1	5.0	-7.1	96.0	3.1	-2.7	6.4	4.3	4.9
Cc1cccc(C(=O)NCC2CCCO2)c1 (configuration not stated)	3.3	-0.2	-3.4	0.6	95.0	0.3	1.9	1.7	-5.2	6.4
O=C1c2cccc3cccc(c23)C(=O)N1CC1CCN(CC(O)COCc2ccc3c(c2)OCO3)CC1 (configuration not stated)	13.9	4.0	16.8	-4.4	98.0	-0.6	19.2	-1.7	0.9	-1.3
O=C(NC1(C(F)(F)F)NC(=O)N(C2CCCCC2)C1=O)C1CC1 (configuration not stated)	-2.7	-0.3	5.5	-3.0	97.0	-2.0	0.8	-0.1	-4.4	-0.7
CC(=O)c1cccc(NC(=O)C2CCCN2S(=O)(=O)c2cccs2)c1 (configuration not stated)	10.1	1.5	-2.1	-7.1	97.0	0.6	0.7	3.0	-7.2	2.1
Cn1c(C(=O)NC2CCCC2)cc2c(=O)n(C)c3ccccc3c21	-0.1	-0.2	-0.5	7.3	95.0	-0.7	6.5	1.0	2.0	-1.4
Cc1ccc(Cl)cc1N1CCN(C(c2cccnc2)c2nnnn2C2CCCCC2)CC1 (configuration not stated)	2.0	0.2	1.9	-0.8	95.0	-0.4	-5.6	70.9*	-9.7	14.4
CCOc1cc(C(=O)NC(=S)Nn2cnnc2)cc(OCC)c1OCC	8.9	-0.2	0.4	-3.5	101.0	-1.9	2.7	/	4.1	12.9
COc1ccc(S(=O)(=O)NCC(=O)N(CC(=O)NCc2ccco2)Cc2ccc(F)cc2)cc1	-4.9	-0.1	24.5	4.3	101.0	0.0	-1.8	-11.5	-4.2	18.7
CCOC(=O)c1cc(NC(=O)c2ccc(C)cc2)c(=O)oc1-c1ccccc1	1.0	-0.1	-0.2	-1.7	92.0	11.2*	1.9	-4.4	-5.2	14.3
O=C(CSc1ccc(-c2ccccn2)nn1)Nc1ccccc1	-11.4	0.4	8.5	2.3	97.0	-3.3	/	/	-1.2	-2.3
CC(C)(C)OC(=O)N1Cc2[nH]c3ccccc3c2C[C@@H]1C(=O)O	-2.2	0.1	-2.7	-3.9	100.0	-2.5	-1.6	-4.4	2.6	11.6
O=C(O)c1cccc(N2C(=O)C3CC=CCC3C2=O)c1 (configuration not stated)	0.9	-0.2	9.9	6.4	99.0	1.1	0.7	1.6	7.3	1.1
Cc1ccc(C(C(=O)NC(C)(C)C)N(CC2CCCO2)C(=O)CCC(=O)Nc2ccccn2)cc1 (configuration not stated)	0.2	0.1	-4.7	-9.9	95.0	3.4	-0.4	11.7	-6.0	2.4
Cc1noc(C)c1COc1ccccc1C(=O)Nc1ccc(C(N)=O)cc1	13.9	0.3	-4.8	-0.5	97.0	-1.0	0.0	-11.4	-3.1	-3.2

Already shown: entries from further up.
SMILES	ABHD5-PLIN5 inh	aDG glyco up	Exocytosis inh	NOD2-RIPK2 inh	ABCB6 inh MLPCN	MC4R ag barr	Glyco luc inh	Vif inh	TLR9-MyD88 block	MC4R antag cAMP
O=C(NC1(C(F)(F)F)NC(=O)N(C2CCCCC2)C1=O)C1CC1 (configuration not stated)	-2.7	-0.3	5.5	-3.0	97.0	-2.0	0.8	-0.1	-4.4	-0.7
CC(=O)c1cccc(NC(=O)C2CCCN2S(=O)(=O)c2cccs2)c1 (configuration not stated)	10.1	1.5	-2.1	-7.1	97.0	0.6	0.7	3.0	-7.2	2.1
Cn1c(C(=O)NC2CCCC2)cc2c(=O)n(C)c3ccccc3c21	-0.1	-0.2	-0.5	7.3	95.0	-0.7	6.5	1.0	2.0	-1.4
Cc1ccc(Cl)cc1N1CCN(C(c2cccnc2)c2nnnn2C2CCCCC2)CC1 (configuration not stated)	2.0	0.2	1.9	-0.8	95.0	-0.4	-5.6	70.9*	-9.7	14.4
CCOc1cc(C(=O)NC(=S)Nn2cnnc2)cc(OCC)c1OCC	8.9	-0.2	0.4	-3.5	101.0	-1.9	2.7	/	4.1	12.9
COc1ccc(S(=O)(=O)NCC(=O)N(CC(=O)NCc2ccco2)Cc2ccc(F)cc2)cc1	-4.9	-0.1	24.5	4.3	101.0	0.0	-1.8	-11.5	-4.2	18.7
CCOC(=O)c1cc(NC(=O)c2ccc(C)cc2)c(=O)oc1-c1ccccc1	1.0	-0.1	-0.2	-1.7	92.0	11.2*	1.9	-4.4	-5.2	14.3
O=C(CSc1ccc(-c2ccccn2)nn1)Nc1ccccc1	-11.4	0.4	8.5	2.3	97.0	-3.3	/	/	-1.2	-2.3
CC(C)(C)OC(=O)N1Cc2[nH]c3ccccc3c2C[C@@H]1C(=O)O	-2.2	0.1	-2.7	-3.9	100.0	-2.5	-1.6	-4.4	2.6	11.6

Screens from PubChem.
